West Nile antiviral – West Nile virus antiviral activity, cell-based, CPE readout (AID 1621); West Nile virus-infected cells, CPE inhibition; higher % means a stronger effect; one-dose CPE inhibition, % at 10 µM; IC50 in µM for titrated hits; 290,000 tested, 0.02% active; in the data active = a potency from the dose series; also: strong numbers were not always called active
Large T inhibition – SV40 large T antigen inhibitors, biochemical (AID 1903); SV40 large T antigen ATPase/helicase inhibition assay; higher % means a stronger effect; inhibition, % at 20 µM; hits with a dose series show IC50 in µM; 310,000 tested, 0.39% active; in the data active = a potency from the dose series; also: strong numbers were not always called active
Dengue-2 NS5 capping – Dengue-2 NS5 methyltransferase inhibitors, primary screen, biochemical, confirmation dose response (AID 588689); one-dose inhibition, % at 25 µM; IC50 in µM for titrated hits; Dengue-2 NS5 methyltransferase capping enzyme assay, biochemical; higher % means a stronger effect; 340,000 tested, 0.3% active; in the data active = a potency from the dose series
Rac1 GTP hydrolysis – MgcRacGAP GTPase-activating activity inhibitors, confirmation, biochemical, ADP Hunter fluorescence; MgcRacGAP-stimulated Rac1 GTP hydrolysis, ADP Hunter fluorescence; higher % means a stronger effect; GST-tagged Rac1 F28L mutant substrate; one-dose inhibition, % at 30 µM; IC50 in µM for titrated hits; 340,000 tested, 0.6% active; AID 624330;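 active = first-screen hits whose inhibition reached a set limit at any dose in the follow-up dose series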;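 also: fluorescence reports GDP produced by GAP-driven GTP hydrolysis; strong numbers were not always called active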
NTR1 agonist – NTR1-driven beta-arrestin-GFP spot formation – imaging, U2OS cells, high content, primary screen (AID 493036). agonist mode. activation, % at 20 µM. 330,000 tested, 0.17% active;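 active = activation at or above 40% of the spot to cytoplasm intensity ratio, with at least 20 cells analyzed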;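 also: 0% = DMSO without peptide and 100% = 100 nM NTR1 peptide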
Target sequence (P30989 whole entry, looked up): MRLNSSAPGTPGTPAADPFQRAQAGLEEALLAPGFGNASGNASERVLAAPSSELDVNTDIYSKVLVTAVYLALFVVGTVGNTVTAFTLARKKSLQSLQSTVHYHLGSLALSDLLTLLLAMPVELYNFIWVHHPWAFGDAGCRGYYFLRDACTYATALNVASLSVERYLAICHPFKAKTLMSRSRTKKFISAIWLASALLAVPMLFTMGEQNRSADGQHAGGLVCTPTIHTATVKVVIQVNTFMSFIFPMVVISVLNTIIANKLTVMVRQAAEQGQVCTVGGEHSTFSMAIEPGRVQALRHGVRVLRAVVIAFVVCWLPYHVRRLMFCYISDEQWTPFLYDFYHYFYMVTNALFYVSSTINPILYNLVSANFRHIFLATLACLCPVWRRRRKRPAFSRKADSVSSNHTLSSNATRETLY
RSV CPE inhibition – inhibition of RSV-induced cytopathic effect – HEp-2 cells, primary 10 µM value included (AID 2391); HEp-2 cells, RSV-induced CPE inhibition; higher % means a stronger effect; CPE inhibition, % at 10 µM; hits with a dose series show IC50 in µM; 310,000 tested, 0.13% active; in the data active = a potency from the dose series; also: strong numbers were not always called active
T cell modulator – T cell immune modulation candidate; 2C CD8+ T cell-vesicle binding, flow cytometry; active compounds read low; calls only at 7 µM; 330,000 tested, 0.068% active;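 active = response, share of CD8 T cells binding vesicles, and their 90th percentile fluorescence all below set limits, cut at about 80% in these data, passing the limit was not always enough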
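incubation = binding step 1.5 h, 37 °C, antibody labelling 20 min, ice | test system = 2C mouse CD8+ T cells | read-out basis = percent CD8+ FL2 mean versus row control | controls = Peptide-free naked vesicles (low) and QL9 vesicles with 0.7% DMSO vehicle (high) | detection = flow cytometry of vesicle-bound cells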
PhoP inhibition – PhoP-dependent GFP reporter repression – Salmonella Typhimurium, primary screen (AID 1863); 300,000 tested, 0.16% active; S. Typhimurium PhoP-regulated promoter GFP reporter, 4 h; higher % means a stronger effect; inhibition, % at 50 µM, or IC50 in µM where a hit was titrated;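 active = inhibition over 29.93%, a cutoff 3 SD above the screen mean, later confirmed by dose response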;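 also: 0% = low Mg2+ inducing control and 100% = high Mg2+ repressing control; strong numbers were not always called active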
UTI89 phage lysis – inhibition of K1F phage lysis, E. coli UTI89, bacterial capsule biogenesis inhibitors, alamar blue (AID 488966) | E. coli UTI89 K1F phage lysis, alamar blue, 2 h; higher % means a stronger effect | inhibition, % at 100 µM; hits with a dose series show IC50 in µM | 340,000 tested, 0.02% active;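 active = phage lysis inhibition, versus mean bacterial control, above a set limit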;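 also: capsule biogenesis inhibitors block K1F phage lysis so surviving cells raise fluorescence; higher fluorescence means more inhibition of phage lysis; actives were called in the ten point dose series up to 300 µM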
T cell modulator vesicle-bound % – recorded beside T cell modulator, whose call it bears; double positive events, %; measured here: CD8+ vesicle-bound cell fraction;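 binding gate set so that unloaded-vesicle control wells show 10% double positive cells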
NTR1 agonist cell count 20 µM – also measured in NTR1 agonist; calls as there; cell count; measured here: cell count, cytotoxicity flag
Numbers without * were called inactive; i = inactive; x = no result given. This is a subset; count on the stated rates, not on these rows.

Order of values: West Nile antiviral	Large T inhibition	Dengue-2 NS5 capping	Rac1 GTP hydrolysis	NTR1 agonist	NTR1 agonist cell count 20 µM	RSV CPE inhibition	T cell modulator	T cell modulator vesicle-bound %	PhoP inhibition	UTI89 phage lysis
- COc1cccc(/C=N/N2C(=O)C3C4c5ccccc5C(c5ccccc54)C3C2=O)c1OC (stereo unspecified)
  0.1%	2%	x	x	x	x	x	x	x	-20%	x
- Cc1ccc(SCC(=O)NC(=O)NCc2ccco2)cc1C
  0.3%	12%	x	x	x	x	x	x	x	6%	x
- Cc1ccc(S(=O)(=O)Oc2ccc(/C=N/N=C3/NC(=O)C(CC(=O)O)S3)cc2)cc1 (stereo unspecified)
  x	x	x	x	0.5	21	x	x	x	x	x
- COc1ccc(NS(=O)(=O)c2cc(C(=O)NNC(=O)c3ccncc3)ccc2OC)c(OC)c1
  x	x	x	x	4.1	60	x	i	44	x	x
- CC1(C)CC[C@@]2(C(=O)O)C(C1)C1=CCC3[C@@]4(C)CC[C@H](O)C(C)(C)C4CC[C@@]3(C)[C@]1(C)C[C@H]2O (stereo partly specified)
  x	x	x	x	11	52	x	i	21	x	x
- Cc1ccc2c(c1)-n1c(nc3cc(Cl)ccc3c1=O)C(CC(C)C)NC2=O (stereo unspecified)
  x	x	x	x	5.2	44	x	i	8	x	x
- C=C1[C@@H](O)[C@@H]2O[C@]3(CC[C@H](/C=C/[C@@H](C)[C@@H]4CC(C)=CC5(O[C@H](C[C@@](C)(O)C(=O)OC)CC[C@H]5O)O4)O3)CC[C@H]2O[C@@H]1[C@@H](O)C[C@H](C)[C@H]1OC2(CCCCO2)CC[C@H]1C (stereo partly specified)
  x	x	x	x	-1.7	47	x	i	9	x	x
- CN(C)C(CNC(=O)C1CCCN1C(=O)c1cccs1)c1ccccc1 (stereo unspecified)
  x	x	x	x	0.3	48	x	i	40	x	x
- Cc1ccc2c(c1)-n1c(nc3ccccc3c1=O)C(CC(C)C)NC2=O (stereo unspecified)
  x	x	x	x	-1.1	49	x	i	18	x	x
- O=C1NC(Cc2ccc(O)cc2)c2nc3ccc(Cl)cc3c(=O)n2-c2ccccc21 (stereo unspecified)
  x	x	x	x	-0.1	66	x	i	25	x	x
- COc1ccc(S(=O)(=O)Nc2cc(Sc3ncn[nH]3)c(O)cc2C)cc1
  x	x	x	x	-0.4	47	x	i	43	x	x
- NCCN1CCN2C(=O)CN(C(=O)c3ccccc3)CC12 (stereo unspecified)
  x	x	x	x	-0.9	59	x	i	9	x	x
- CCCCCCN(C(=O)CCCCCN1C(=O)NC(c2ccc(-c3ccccc3)cc2)C(C(=O)OCc2ccccc2)=C1C)C(C(=O)NCCCC)c1ccc(-c2ccccc2)cc1 (stereo unspecified)
  -0.9%	x	x	x	-1.3	59	x	x	x	2%	x
- COC(=O)C(CC(=O)c1ccc(Br)cc1)n1ccnc1 (stereo unspecified)
  x	2%	x	x	-0.1	42	x	x	x	3%	x
- O=C(Cc1cccs1)Nc1nnc(Cc2ccc(F)cc2)s1
  x	6%	x	x	3.9	66	x	x	x	5%	x
- COC(=O)[C@@H]1CC[C@H](C)[C@@H](c2ccc(C)cc2)N1C(=O)c1ccc(/C=N/OC[C@@H](O)[C@H]2O[C@@H]3OC(C)(C)O[C@@H]3[C@H]2O)cc1
  x	1%	x	x	0.5	75	x	x	x	5%	x
- COc1cc(OC)cc(C(=O)NCCc2ccc(OC)c(OC)c2)c1
  x	10%	x	x	-1.7	58	x	i	24	x	x
- O=S(=O)(Nc1ccc(O)c2ccccc12)c1ccc(OC(F)(F)F)cc1
  x	33%	x	x	0.9	40	x	i	41	x	x
- COc1ccc2c(c1)C=Cc1ccccc1O2
  x	9%	x	x	1.5	76	x	i	24	x	x
- O=C1CCC(c2ccccc2)c2ccccc21 (stereo unspecified)
  x	12%	x	x	0.9	58	x	i	35	x	x
- Nc1ccc(N=Nc2ccccc2O)c(N)c1
  x	38%	x	x	-1.4	33	x	i	36	x	x
- COc1ccc(-c2csc(NC(=O)c3ccc(C(C)(C)C)cc3)c2C(=O)O)cc1
  x	34%	x	x	1.9	71	x	i	46	x	x
- O=C(O)/C(=C\c1ccccc1)c1ccc2ccccc2c1
  x	11%	x	x	0.3	46	x	i	53	x	x
- O=C1c2cccc3c2N(CCC3)C(=O)C1(F)c1ccccc1 (stereo unspecified)
  x	17%	x	x	-0.4	72	x	i	19	x	x
- CC1(C)C(=O)CC[C@@]2(C)[C@H]1CC[C@@]1(C)CC3=C(CC[C@@H]12)[C@@]1(C)CCC(=O)C(C)(C)[C@@H]1CC3
  x	x	x	x	15	97	0.4%	i	1	x	x
- O=C1NC(Cc2ccccc2)c2nc3ccccc3c(=O)n2-c2cc(Cl)ccc21 (stereo unspecified)
  x	x	x	x	1.7	50	0.5%	i	27	x	x
- O=C1NC(Cc2ccccc2)c2nc3cc(F)ccc3c(=O)n2-c2cc(Cl)ccc21 (stereo unspecified)
  x	x	x	x	2.5	38	0.6%	i	35	x	x
- CCC(NCc1cccnc1)c1ccc(OC)c(OC)c1 (stereo unspecified)
  x	x	x	4%	x	x	x	x	x	x	0.4%
- Cc1ccc(NC(=O)CCN2CCN(CCO)CC2)cc1
  x	x	x	10%	x	x	x	x	x	x	1.6%
- CCCCC(=O)NC(c1cccc([N+](=O)[O-])c1)c1ccc2cccnc2c1O (stereo unspecified)
  x	x	x	5%	x	x	x	x	x	x	2.1%

3 of the compounds above, as a markdown table.
| canonical_smiles | West Nile antiviral | Large T inhibition | Dengue-2 NS5 capping | Rac1 GTP hydrolysis | NTR1 agonist | NTR1 agonist cell count 20 µM | RSV CPE inhibition | T cell modulator | T cell modulator vesicle-bound % | PhoP inhibition | UTI89 phage lysis |
| --- | --- | --- | --- | --- | --- | --- | --- | --- | --- | --- | --- |
| O=C1NC(Cc2ccccc2)c2nc3cc(F)ccc3c(=O)n2-c2cc(Cl)ccc21 (stereo unspecified) | x | x | x | x | 2.5 | 38 | 0.6% | i | 35 | x | x |
| CCC(NCc1cccnc1)c1ccc(OC)c(OC)c1 (stereo unspecified) | x | x | x | 4% | x | x | x | x | x | x | 0.4% |
| Cc1ccc(NC(=O)CCN2CCN(CCO)CC2)cc1 | x | x | x | 10% | x | x | x | x | x | x | 1.6% |

(next part)
Order of values: West Nile antiviral	Large T inhibition	Dengue-2 NS5 capping	Rac1 GTP hydrolysis	NTR1 agonist	NTR1 agonist cell count 20 µM	RSV CPE inhibition	T cell modulator	T cell modulator vesicle-bound %	PhoP inhibition	UTI89 phage lysis
- C=CCOc1ccc2c3c(c(=O)oc2c1)CCCC3
  x	x	x	12%	x	x	x	x	x	x	0.2%
- Cc1ccc(NC(=O)c2ccc(Br)o2)c([N+](=O)[O-])c1
  x	x	x	7%	x	x	x	x	x	x	-0.1%
- N#C/C(=C/c1ccc(OC(=O)c2ccc(Br)s2)cc1)c1nc2ccccc2[nH]1
  x	x	x	5%	x	x	x	x	x	x	1.3%
- COc1ccc(CCNC(=O)C2COc3ccccc3O2)cc1OC (stereo unspecified)
  x	x	x	17%	x	x	x	x	x	x	1.9%
- Cc1nnc(NS(=O)(=O)c2ccc(F)cc2)s1
  x	x	x	14%	x	x	x	x	x	x	-0.8%
- CN1CCn2cnc(C(=O)NCc3ccccc3)c2C1=O
  x	x	2%	11%	x	x	x	x	x	x	x
- O=C(C[C@@H]1C[C@H]2c3cc(NC(=O)NC4CCCCC4)ccc3O[C@H]2[C@H](CO)O1)NC1CCCCC1
  x	x	-4%	4%	x	x	x	x	x	x	x
- COc1ccc(NS(=O)(=O)c2cccc(C(=O)N3CCOCC3)c2)cc1
  x	x	3%	14%	x	x	x	x	x	x	x
- Cc1ccc(NC(=O)CSc2nnnn2C)cc1S(=O)(=O)N1CCCCC1
  x	x	1%	3%	x	x	x	x	x	x	x
- COc1ccc(C(C#N)=Cc2ccc(OC)c(OC)c2)cc1
  x	x	-4%	8%	x	x	x	x	x	x	x
- CCOc1ccccc1NC(=O)CN(c1ccc(OC)c(OC)c1)S(=O)(=O)c1ccc(C)cc1
  x	x	2%	14%	x	x	x	x	x	x	x
- COc1ccc(NC(=O)C[C@H]2C(=O)N(Cc3ccccc3)C[C@@H]2Cc2ccccc2)cc1
  x	x	-5%	8%	x	x	x	x	x	x	x
- O=C(CCNS(=O)(=O)c1ccc(Cl)cc1)NCCc1ccccc1
  x	x	-3%	3%	x	x	x	x	x	x	x
- COc1ccc(C(=O)C=Cc2ccc3c(c2)OCO3)cc1OC
  x	x	-7%	0%	x	x	x	x	x	x	x
- C/C=C/c1ccc2c(c1)O[C@H](CN(C)CC1CCOCC1)[C@@H](C)CN([C@H](C)CO)S2(=O)=O
  x	x	-1%	14%	x	x	x	x	x	x	x
- CC(C)NC(=O)N(C)C[C@@H]1Oc2cc(Br)ccc2S(=O)(=O)N([C@@H](C)CO)C[C@H]1C
  x	x	-5%	8%	x	x	x	x	x	x	x
- CCOC(=O)Nc1ccc(S(=O)(=O)N2CCC(c3nc4ccccc4[nH]3)CC2)cc1
  x	x	3%	9%	x	x	x	x	x	x	x
- CCC1Oc2ccccc2N(CC(=O)N2CCCC2)C1=O (stereo unspecified)
  x	x	-1%	-7%	x	x	x	x	x	x	x
- C[C@H](CO)N1C[C@H](C)[C@H](CN(C)S(=O)(=O)c2ccc(-n3cccn3)cc2)OCc2cnnn2CCCC1=O
  x	x	-2%	11%	x	x	x	x	x	x	x
- CCC(Oc1ccccc1)C(=O)OCC(=O)Nc1c(C)nn(-c2ccccc2)c1C (stereo unspecified)
  x	x	-1%	11%	x	x	x	x	x	x	x
- CC1Cc2ccccc2N1C(=O)Cn1cc(C(F)(F)F)ccc1=O (stereo unspecified)
  x	x	-6%	-2%	x	x	x	x	x	x	x
- C#CCN(C[C@H]1[C@H](OC(=O)NCC2CCCCC2)[C@H](OC(=O)NCC2CCCCC2)C[C@H]2C(=O)N(c3ccccc3)C(=O)[C@@H]12)S(=O)(=O)c1ccc(C)cc1
  x	x	-1%	9%	x	x	x	x	x	x	x
- CN(C(=S)NC(=O)C1CCCC1)c1ccccc1
  x	x	-10%	22%	x	x	x	x	x	x	x
- CCCCCCn1c(=O)n2n(c1=O)[C@@H]1CN(S(=O)(=O)c3ccc(C)cc3)C[C@]1(O)[C@@H](OC(=O)NCc1ccco1)C2
  x	x	-3%	16%	x	x	x	x	x	x	x

2 entries picked at random from the list so far, as already listed:
Order of values: West Nile antiviral	Large T inhibition	Dengue-2 NS5 capping	Rac1 GTP hydrolysis	NTR1 agonist	NTR1 agonist cell count 20 µM	RSV CPE inhibition	T cell modulator	T cell modulator vesicle-bound %	PhoP inhibition	UTI89 phage lysis
- Cc1nnc(NS(=O)(=O)c2ccc(F)cc2)s1
  x	x	x	14%	x	x	x	x	x	x	-0.8%
- O=C(CCNS(=O)(=O)c1ccc(Cl)cc1)NCCc1ccccc1
  x	x	-3%	3%	x	x	x	x	x	x	x

Screening data as filed in PubChem BioAssay.
